Screens from PubChem.
GLP-1R agonist: activates the human GLP-1 receptor; P43220; 0.007% of 380,000 active; HEK293 GLP-1R CRE-luciferase, luminescence, 4-6 h; cells express a hypersensitive GLP-1R form; Potency, µM (titrated, usually from 45.6 µM), inactives show at the top dose activation, actives largely listed as activators; also: potency is read from the fitted curve at half-maximal effect; % of control where 0% means no effect
Target sequence (P43220 whole entry, looked up): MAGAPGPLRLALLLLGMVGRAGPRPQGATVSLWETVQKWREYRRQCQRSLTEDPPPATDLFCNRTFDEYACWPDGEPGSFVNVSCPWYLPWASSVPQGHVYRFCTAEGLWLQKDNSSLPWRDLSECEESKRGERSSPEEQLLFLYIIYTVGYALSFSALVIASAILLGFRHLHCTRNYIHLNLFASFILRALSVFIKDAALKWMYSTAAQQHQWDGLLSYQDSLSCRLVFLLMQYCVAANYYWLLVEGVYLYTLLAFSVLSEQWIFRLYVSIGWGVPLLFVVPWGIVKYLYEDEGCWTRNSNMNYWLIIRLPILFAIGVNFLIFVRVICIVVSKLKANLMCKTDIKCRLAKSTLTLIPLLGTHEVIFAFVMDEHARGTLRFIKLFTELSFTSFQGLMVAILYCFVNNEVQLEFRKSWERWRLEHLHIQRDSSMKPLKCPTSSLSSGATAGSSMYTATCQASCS
IL-1B inflam inh: blocks inflammasome-driven IL-1 beta release. activity change, % at 57.5 µM. THP-1 LPS/ATP IL-1B secretion, AlphaLISA, 16 h; hits give low values. 4.7% of 360,000 active; in the data active = activity change below about -50%; inconclusive = mostly about -30% to -49%; also: % is scaled to controls: 0 for no effect and ±100 for the full control effect
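Secreted IL-1B measured by AlphaLISA bead assay after 16 h compound exposure of THP-1 cells; compounds (final up to 57.5 uM) added 1 h before LPS (250 ng/mL) and ATP (1.25 mM) stimulation; lower signal means less secretion.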
KB-V1 cytotox: KB-V1 MDR subline cytotoxicity | KB-V1 MDR cells viability, CellTiter-Glo, 72 h | Potency, µM (series often up to 46.1 µM), inactives show top-dose activity change, negative = cytotoxicity, actives largely listed as cytotoxic | 3.4% of 400,000 active | AID 1347076; also: potency is read from the fitted curve at half-maximal effect; % is scaled to controls: 0 for no effect and ±100 for the full control effect; nearly all actives have a fitted effect of over 60% in size
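Potencies derive from concentration-effect curves fitted to normalized luminescence (CellTiter-Glo) of KB-V1 cells treated for 72 h at 37 degrees C in phenol-red-free DMEM containing 10% FBS.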
HT1080 IDH1KD tx: toxicity to HT-1080 IDH1 knockdown cells (counter line) | Potency, µM (titrated, usually from 46.1 µM), inactives show top-dose activity, negative = toxicity, usual class: cytotoxic | HT-1080 IDH1 knockdown viability, ATP luminescence, 48 h | 2% of 360,000 active;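 also: potency is read from the fitted curve at half-maximal effect; 0% = DMSO wells and -100% = cell-free medium wells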
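Using the IDH1-knockdown HT-1080 line run in the same batch and compound series as the NT line, viability after 48 h at 37 °C was determined by CellTiter-Glo luminescence and expressed as % activity.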
DRD3 antagonist: D3 dopamine receptor (human) antagonism; P35462; D3R cells, DiscoveRx beta-arrestin luminescence, antagonist mode; hits give low values; max response, negative = inhibition, %; 2.5% of 360,000 active; in the data active = max response below about -50%; inconclusive = no clear call, values can overlap the other calls; also: % is scaled to controls: 0 for no effect and ±100 for the full control effect; mostly tested at two doses, the higher about 12 µM
Target sequence (P35462 whole entry, looked up): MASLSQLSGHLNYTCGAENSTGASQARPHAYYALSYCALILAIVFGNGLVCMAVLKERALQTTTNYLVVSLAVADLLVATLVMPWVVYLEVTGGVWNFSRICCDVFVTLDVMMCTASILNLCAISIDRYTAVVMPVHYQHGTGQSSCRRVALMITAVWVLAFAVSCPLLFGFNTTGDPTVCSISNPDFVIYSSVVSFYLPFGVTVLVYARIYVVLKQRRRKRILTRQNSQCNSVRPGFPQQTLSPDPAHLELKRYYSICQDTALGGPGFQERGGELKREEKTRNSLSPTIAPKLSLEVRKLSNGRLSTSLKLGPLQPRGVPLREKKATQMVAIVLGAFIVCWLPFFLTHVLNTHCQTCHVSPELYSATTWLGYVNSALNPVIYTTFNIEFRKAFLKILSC
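Cells expressing the human receptor were seeded at 1500 cells/well, incubated overnight at 37 degrees C in 5% CO2, then exposed to library compounds with dopamine controls for 90 minutes at 37 degrees C before luminescent detection.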
HT1080NT lethal: kills 2HG-producing HT-1080-NT fibrosarcoma cells | HT-1080-NT fibrosarcoma viability, CellTiter-Glo ATP luminescence, 48 h | Potency, µM (highest dose often 46.1 µM), for the others: at the top dose activity, negative = less viability, hits mostly cytotoxic | 1.6% of 360,000 active;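 also: NT is the 2HG producing partner of a matched IDH1 knockdown line; potency is read from the fitted curve at half-maximal effect; 0% = DMSO-treated cells and -100% = media-only wells without cells; nearly all actives have a fitted effect of over 55% in size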
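Viability of the 2HG-overproducing fibrosarcoma line after 48 hours of compound exposure at 37 degrees C was determined by luminescence with CellTiter-Glo, and concentration-effect curves were then fitted and categorized.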
SW480 rerep: induces DNA re-replication in SW480 colon adenocarcinoma cells; SW480 DNA re-replication, Hoechst DNA content imaging, 48 h; Potency, µM (series often up to 46.1 µM), inactives show top-dose re-replication activation, hits mostly activators; 1.8% of 340,000 active; AID 624297; also: potency is read from the fitted curve at half-maximal effect; % of control where 0% means no effect; nearly all actives have a fitted effect of over 55% in size
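Image-based DNA-content assay: after two days of treatment, nuclei were labelled with the DNA dye Hoechst and imaged, and hits were compounds raising the count of nuclei showing high fluorescence intensity.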
DRD3 agonist: activates the human D3 dopamine receptor; P35462; D3R DiscoveRx beta-arrestin cells, luminescence, 90 min; max activation, %; 0.58% of 410,000 active; AID 652048; in the data active = max activation above about 30%; also: 0% is about no effect; mostly tested at two doses, the higher about 12 µM
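Agonist mode: compounds and dopamine controls were applied to plated cells for 90 min at 37 degrees C after an overnight attachment at 1500 cells/well. Luminescent read-out followed 30 - 60 minutes at room temperature with DiscoveRx detection reagent.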
KB-3-1 tox: kills parental KB-3-1 adenocarcinoma cells; KB-3-1 viability, CellTiter-Glo ATP luminescence, 72 h; 1.4% of 400,000 active; Potency, µM (series often up to 46.1 µM), without a hit: at the highest dose activity change, negative = cytotoxic, hits mostly cytotoxic; also: potency is read from the fitted curve at half-maximal effect; % is scaled to controls: 0 for no effect and ±100 for the full control effect; nearly all actives have a fitted effect of over 60% in size
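KB-3-1 cells, DMEM (no phenol red) + 10% FBS; compound by pin transfer, 72 h, 37 °C. Readout: CellTiter-Glo luminescence after 10 min. Data normalized, curve-fitted.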
Starred values were filed as active, the others as inactive; ? = inconclusive; / = no result given; [ ] = dose if it differs, or a comment. Unless noted, calls follow the shape of the dose curve; as a rule, active = well fitted curve in the direction sought with a large enough effect; inconclusive = small, poorly fitted or top-dose-only effect, or another doubt; inactive = no such curve, though single readings can be large; an effect the other way counts as inactive or inconclusive.

SMILES	GLP-1R agonist	IL-1B inflam inh	KB-V1 cytotox	HT1080 IDH1KD tx	DRD3 antagonist	HT1080NT lethal	SW480 rerep	DRD3 agonist	KB-3-1 tox
COC(=O)C(C)C1Sc2ccccc2NC1=O (stereo not drawn)	0%	-18	-5%	13%	-10	10%	1%	-4	9%
Cn1c(N/N=C2\CCCc3ccccc32)nc2c1c(=O)n(Cc1ccc(F)cc1)c(=O)n2C	1%	14	0%	-21%	-2	-5%	1%	-2	0%
COc1ccc(-c2cc(=O)c3cc(F)ccc3[nH]2)cc1	3%	2	19%	13%	8	-1%	13%	-7	-1%
Cc1csc(=O)n1CCC(=O)OCC(=O)N(C)c1c(N)n(Cc2ccccc2)c(=O)[nH]c1=O	0%	-8	5%	23%	33	16%	/	-2	-3%
CC(C)C[C@@H](CN1CCC[C@H]1CN1C(=O)C(=O)NC[C@@H]1Cc1ccc(O)cc1)N1C[C@H](Cc2ccc(O)cc2)N(CCc2ccccc2)C(=O)C1=O	-2%	-4	-24%	2%	0	10%	/	-6	27%
CCOC(=O)CC1C(=O)NCCN1C(=O)c1cc2c(=O)n3cccc(C)c3nc2s1 (stereo not drawn)	11%	-1	-4%	2%	15	-18%	-5%	5	4%
Cc1ccc(S(=O)(=O)N2CCCC2C(=O)Nc2nccs2)cc1 (stereo not drawn)	26%	9	-5%	1%	4	-1%	1%	3	4%
CC(C)NS(=O)(=O)c1ccc(OCC(=O)NCc2ccco2)cc1	0%	-8	2%	-1%	12	-5%	4%	1	-4%
O=C(O)CSCCc1ccccn1	-9%	42	?	21%	11	20%	3%	0	10%
O=C(CSc1ncccn1)NC(=O)c1ccccc1	0%	10	-6%	11%	11	11%	-1%	4	5%

Record cards (already shown). Values in the order: GLP-1R agonist, IL-1B inflam inh, KB-V1 cytotox, HT1080 IDH1KD tx, DRD3 antagonist, HT1080NT lethal, SW480 rerep, DRD3 agonist, KB-3-1 tox
CC(C)NS(=O)(=O)c1ccc(OCC(=O)NCc2ccco2)cc1 across the screens: 0%, -8, 2%, -1%, 12, -5%, 4%, 1, -4%
CC(C)C[C@@H](CN1CCC[C@H]1CN1C(=O)C(=O)NC[C@@H]1Cc1ccc(O)cc1)N1C[C@H](Cc2ccc(O)cc2)N(CCc2ccccc2)C(=O)C1=O across the screens: -2%, -4, -24%, 2%, 0, 10%, /, -6, 27%
Cc1csc(=O)n1CCC(=O)OCC(=O)N(C)c1c(N)n(Cc2ccccc2)c(=O)[nH]c1=O across the screens: 0%, -8, 5%, 23%, 33, 16%, /, -2, -3%
O=C(O)CSCCc1ccccn1 across the screens: -9%, 42, ?, 21%, 11, 20%, 3%, 0, 10%

Following part:
SMILES	GLP-1R agonist	IL-1B inflam inh	KB-V1 cytotox	HT1080 IDH1KD tx	DRD3 antagonist	HT1080NT lethal	SW480 rerep	DRD3 agonist	KB-3-1 tox
COc1ccc(OCc2cc(C(=O)N[C@H]3CCCCNC3=O)no2)c(Cl)c1	21%	15	-22%	-3%	-22	-3%	2%	-11	-9%
CC12C(=O)N(n3cnnc3)C(=O)C1C1C=CC2C1 (stereo not drawn)	0%	8	5%	1%	12	11%	-3%	-1	5%
COC(=O)C1CCN(Cc2cc(=O)oc3cc(C)c(Cl)cc23)CC1	13%	2	23%	1%	4	6%	-3%	95*	4%
O=C(NCc1nnnn1-c1ccc(F)cc1)c1cc2ccccc2o1	-4%	?	8%	0%	-19	1%	/	-1	-3%
O=C(CSc1ccsc1[N+](=O)[O-])NC1CCCC1	3%	-5	0%	1%	-9	-1%	-14%	-6	8%
Cc1cc(/C=C2/NC(=O)N(c3ccccc3)C2=O)c(C)n1-c1cccnc1	8%	-83*	?	-9%	1	-2%	24%	-9	-1%
Cc1nc(C(=O)NCC(=O)c2ccc(Cl)cc2)c(C(F)(F)F)o1	7%	-21	?	18%	-29	24%	4%	-13	3%
O=C(NCCc1cccs1)c1ccc(CS(=O)Cc2cccc(Cl)c2)o1 (stereo not drawn)	-4%	0	?	0%	-1	-2%	/	2	-2%
COc1ccccc1CNC(=O)COC(=O)c1ccc(-n2cnnn2)cc1	10%	4	0%	-2%	14	-1%	-2%	1	-19%
CC(O)c1cccc(-c2ccc(CN3C[C@]4(CO)O[C@@H](CO)C[C@@H]4S3(=O)=O)cc2)c1 (stereo partly drawn)	9%	-3	0%	12%	3	11%	8%	45*	9%
COc1cccc(OCC(=O)Nc2c3c(nn2-c2ccc(F)cc2)CS(=O)(=O)C3)c1	-9%	-6	15%	6%	37	9%	-6%	14	-4%
CC1CN(C(=O)c2cc3cc(Cl)cc(Cl)c3oc2=O)CC(C)O1 (stereo not drawn)	-2%	13	0%	17%	3	-2%	13%	3	12%
COc1cccc(C2=CC(c3ccccc3)n3nnnc3N2)c1 (stereo not drawn)	6%	7	6.5µM*	?	-6	7.9µM*	2%	-10	?
O=C(CS(=O)CC(=O)N(CC(=O)NC1CCCC1)c1ccccc1F)Nc1ccc(F)cc1 (stereo not drawn)	5%	21	2%	16%	5	6%	-2%	4	8%
O=C(Nc1ccccc1)c1ccc(N2CCN(c3ccccc3)CC2)c(S(=O)(=O)N2CCOCC2)c1	0%	-16	17%	0%	10	0%	-19%	-1	-3%
CCOC(=O)[C@@H]1[C@H]2COc3cc(OC)ccc3[C@@H]2N2C(=O)N(c3ccc(F)cc3)C(=O)[C@]12C	-4%	-1	-5%	-2%	-26	-8%	7%	-11	3%
CC(=O)OC(C(=O)NC1CCCCC1)c1cccc(F)c1 (stereo not drawn)	-4%	1	?	0%	-5	0%	-35%[inhibitor]	-2	0%
Cc1ccnc(SCc2cn3c(C)cc(C)nc3n2)n1	11%	15	11%	-1%	3	0%	-32%[inhibitor]	5	7%
O=C(c1ccco1)N(CCC(c1ccccc1)c1ccco1)Cc1ccco1 (stereo not drawn)	0%	?	13µM*	9%	-8	5%	3%	1	-8%
N#Cc1cccc(NC(=O)COC(=O)Cn2nc(-c3ccccc3)oc2=O)c1	9%	0	-8%	0%	-23	-6%	-10%	-4	-28%
O=C(/C=C/c1ccccc1)Nc1cccnc1Cl	-8%	-2	0%	7%	7	1%	-4%	3	-10%
Cc1cccc2c(=O)c(C(=O)N3CCCCCC3)c[nH]c12	29%	8	7%	8%	-10	-14%	0%	24	-3%
CCOC(=O)C1=C(C)NC(C)=C(C(=O)OCC)C1C(=O)OCC(=O)N1CC(C)OC(C)C1 (stereo not drawn)	9%	-23	?	21%	1	14%[9.24 µM]	?	2	2%
O=C(Nc1cccc(NC(=O)c2cccnc2)c1)c1cccnc1	1%	-3	9%	28%	-6	-12%	2%	3	-6%
Cc1nc2ccc(Cl)cc2c(-c2ccccc2)c1C(=O)N(C)C	-3%	1	14%	11%	14	0%	-8%	-2	13%
COc1ccc(CN(C)C(=O)CCC(=O)N2CCN(S(=O)(=O)c3ccc(Cl)cc3)CC2)c(OC)c1	4%	-24	-6%	-2%	4	-2%	19%	3	?
COC(=O)C(CCSC)NC(=O)c1cc2c(n(-c3ccccc3)c1=O)CCCC2=O (stereo not drawn)	6%	6	5%	4%	6	3%	2%	0	7%
CC(C)Cn1c(-c2ccccc2)nc2ccccc2c1=O	7%	-14	-7%	-24%	11	-5%	-2%	0	?
C=CCOC(=O)C1=C[C@@H](c2cn(C(C)=O)c3ccccc23)C[C@@H](OCCCCO)O1	-1%	41	-15%	-3%	0	0%	-3%	8	3%
CCC(NC(=O)c1ccccc1NC(=O)c1ccco1)C(=O)NC1CCCCC1 (stereo not drawn)	0%	11	?	6%	3	4%	-2%	9	4%
O=Cc1ccc(OCCN2CCCC2=O)cc1	0%	7	-18%	-1%	21	-1%	0%	1	11%
COc1cccc(C2=NOC(C(=O)N3CCN(C(=O)c4ccco4)CC3)C2)c1 (stereo not drawn)	-4%	-26	2%	8%	15	-2%	1%	1	-1%
Cc1cc(OC(=O)c2ccccc2C)c([N+](=O)[O-])c(=O)[nH]1	-8%	0	6%	5%	-11	4%	-33%	-5	7%
CC(=O)c1ccc(C(=O)N2CCCC(Nc3ccc(C(C)C)cc3)C2)s1 (stereo not drawn)	-6%	9	-4%	-1%	-9	-10%	5%	-7	-6%
O=C(CN1C(=O)c2ccccc2C1=O)NC1(C(=O)O)CCCC1	3%	1	-1%	-9%	?	-3%	7%	4	-3%
CC1=C(C)CC(C(=O)Nc2ccc(C(N)=O)cc2)C(C(=O)O)C1 (stereo not drawn)	-5%	15	?	10%	7	1%	0%	4	2%
Cc1nc2ccccc2c(=O)n1/N=C/c1ccc(N(C)C)cc1	0%	0	13%	3%	18	14%	-3%	12	6%
O=[N+]([O-])c1cc(-c2cnc3ccccc3n2)ccc1Oc1ccc(Br)cc1	3%	-15	-10%	-10%	24	0%	13%	-9	-5%
COc1ccccc1C(=O)NC(=O)COC(=O)CN1C(=O)NC(C)(C)C1=O	0%	-1	2%	8%	-7	8%	-97%[inhibitor]	-10	1%
Cc1nc2nc(SCc3ccccc3)[nH]n2c(=O)c1C	-2%	-2	3%	-2%	28	5%	-11%	-1	1%
CCC(CC)NC(=O)/C=C/c1ccccc1Cl	0%	0	-1%	-2%	?	-1%	?	-9	-18%
Cc1ccccc1-n1ccnc1SCC(=O)NCc1ccco1	-1%	-7	-26%	5%	7	9%	-1%	3	0%
Cc1cc(Br)c(Cl)cc1NC(=O)CN1C(=O)C2C3CC(c4ccccc4)C(C3)C2C1=O (stereo not drawn)	-4%	?	-1%	-19%	4	-12%	?	-6	-2%
O=C(NCCCCCCCCNC(=O)c1cccc2ccccc12)c1cccc2ccccc12	-3%	5	?	8%	-6	1%	12%	-1	-20%
C[C@H](CO)N1C[C@H](C)[C@@H](CN(C)Cc2ccc(-c3ccccc3)cc2)Oc2c(NS(=O)(=O)c3cccs3)cccc2C1=O	15%	?	25%	-9%	0	-28%	15%	6	0%
O=C(Nc1ccc(Cl)cc1)C1CCC(=O)N1Cc1ccccc1Cl (stereo not drawn)	-4%	-1	?	1%[9.24 µM]	-8	0%	-5%	0	-4%
CCOc1ccccc1CNn1cnnc1	-4%	-15	20%	1%	15	3%	-9%	0	3%
